Screens (PubChem BioAssay)
ELG1 DNA repair – blocks ELG1-dependent DNA repair in HEK293T cells. actives 2.3% (n = 330,000). AID 504467. HEK293T ELG1-luciferase reporter, luminescence, 16 h; DNA damage induced by 5-fluorouridine. Potency, µM (doses to about 46.1 µM), inactives show top-dose activity change, negative = inhibition, usual class: inhibitors; also: potency is read from the fitted curve at half-maximal effect; % is scaled to controls: 0 for no effect and ±100 for the full control effect; nearly all actives have a fitted effect of over 55% in size
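Cells (2,000 per well) received 5-fluorouridine plus test compound or DMSO and were incubated 16 hr at 37 °C, 5% CO2. Luciferase activity was read by luminescence 30 min after ONE-Glo addition; signal suppression marked inhibition of damage-induced ELG1 function.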
PKM2 activator – PKM2 (human) enzyme activation; Potency, µM (top dose mostly 57.5 µM), inactives show at the highest dose activation, hits mostly activators; purified PKM2, Kinase-Glo ATP luminescence, activation; response scale: 0% is enzyme alone, no compound; actives 0.34% (n = 260,000); AID 1631; P14618; also: potency is read from the fitted curve at half-maximal effect; % is scaled to controls: 0 for no effect and ±100 for the full control effect; nearly all actives have a fitted effect of over 55% in size
Target sequence (P14618 whole entry, looked up): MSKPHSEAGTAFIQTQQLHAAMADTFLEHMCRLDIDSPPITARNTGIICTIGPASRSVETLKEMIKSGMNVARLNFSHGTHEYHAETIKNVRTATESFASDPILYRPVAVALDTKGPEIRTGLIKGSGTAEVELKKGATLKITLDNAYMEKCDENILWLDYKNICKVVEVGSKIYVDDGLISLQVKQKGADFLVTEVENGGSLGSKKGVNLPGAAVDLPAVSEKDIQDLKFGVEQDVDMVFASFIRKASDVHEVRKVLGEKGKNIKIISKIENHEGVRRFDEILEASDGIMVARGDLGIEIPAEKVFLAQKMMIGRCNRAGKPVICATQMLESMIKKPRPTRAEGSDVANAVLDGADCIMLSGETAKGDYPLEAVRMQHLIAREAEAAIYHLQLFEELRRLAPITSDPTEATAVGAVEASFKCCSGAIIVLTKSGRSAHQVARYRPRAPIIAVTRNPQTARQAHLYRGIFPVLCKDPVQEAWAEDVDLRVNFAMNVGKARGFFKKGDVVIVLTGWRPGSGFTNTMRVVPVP
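ATP formation by purified human PK-M2, quantified via coupled luciferase luminescence after 1 h at room temperature with 0.1 mM ADP and 0.5 mM PEP final.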
KCNH2 3.1 block – inhibitors of human KCNH2 3.1 potassium channel isoform; actives 0.95% (n = 340,000); U2OS KCNH2 3.1, thallium flux FluxOr; stronger effect = lower value; activity change, % (tested at about 1.8 µM);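 active = maximum activity change below -70%; inconclusive = maximum activity change from -70% to -50%; inactive = maximum activity change above -50%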;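 also: thallium influx rate constant from kinetic fluorescence after stimulation buffer; % is scaled to controls: 0 for no effect and ±100 for the full control effect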
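Channel expression came from 3.1 mutant virus (1.77 x 10^8 /mL) applied to suspended U2OS cells for 4 h. Flux was tracked with FluxOr dye plus Red40 quencher, and kinetic rate constants normalized to controls.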
RORgamma inh – inhibitors of mouse ROR gamma transcriptional activity | P51450 | Drosophila S2 Gal4-RORgamma UAS-luciferase reporter, 20 h | Potency, µM (highest dose often 53.6 µM), for inactives: at the top dose activity change, negative = inhibition, most hits filed as inhibitors | actives 5.4% (n = 310,000); also: potency is read from the fitted curve at half-maximal effect; % is scaled to controls: 0 for no effect and ±100 for the full control effect; nearly all actives have a fitted effect of over 60% in size
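Read-out: Photinus luciferase luminescence; inhibitors lower reporter signal. Insect Schneider cells with Gal4-ROR gamma fusion under metallothionein promoter, UAS reporter; 700 uM final copper sulfate induction, 20 hr, ambient temperature.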
Menin-MLL TR inh – menin-MLL binding inhibition, Texas Red mutant peptide; O00255; Menin + Texas Red MLL mutant peptide, fluorescence polarization; Potency, µM (titrated, usually from 61.6 µM), for the others: top-dose FP activity change, negative = inhibition, hits mostly inhibitors; actives 0.23% (n = 270,000); AID 1768; active = well fitted inhibition curve with a large enough effect in the polarisation, with a control signal flat, not every such curve was filed as active; inconclusive = small, poorly fitted or top-dose-only effect, or effect the other way, or a change in a side signal; inactive = no such curve, though single readings can be large or run the other way; the % refers to the polarisation; also: potency is read from the fitted curve at half-maximal effect; % of control where 0% means no effect; many of its hits are not listed in these tables
Rab9 promoter act – activates the Rab9 promoter. Huh7 Rab9 promoter-luciferase reporter, luminescence, 24 h. Potency, µM (series often up to 9.22 µM), without a hit: at the highest dose activation, negative = inhibition, usual class: activators. actives 2.8% (n = 320,000); also: potency is read from the fitted curve at half-maximal effect; % of control where 0% means no effect; nearly all actives have a fitted effect of over 60% in size
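Steps: seed 1500 Huh7 Rab9-luc cells per well, rest 2 h at 37 °C; add compound in DMSO; incubate 24 h; add luciferase reagent, 10 min ambient; read luminescence.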
VP16 counter – counter-screen for ROR gamma inhibitors: Gal4-VP16 reporter. Drosophila S2 Gal4-VP16 UAS-luciferase, luminescence, 20 h. Potency, µM (series often up to 53.6 µM), for inactives: at the top dose activity, negative = inhibition, most hits filed as inhibitors. actives 3.5% (n = 310,000). AID 2546;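 also: Gal4-VP16 expression switched on by copper sulfate through the metallothionein promoter; potency is read from the fitted curve at half-maximal effect; % is scaled to controls: 0 for no effect and ±100 for the full control effect; nearly all actives have a fitted effect of over 50% in size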
Mito fusion yeast – blocks mitochondrial division or promotes mitochondrial fusion | S. cerevisiae fusion-defective mutant growth rescue, CellTiterGlo 48 h | Potency, µM (highest dose often 46.1 µM), without a hit: at the highest dose growth rescue (activation), most hits filed as activators | actives 0.23% (n = 320,000);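 also: potency is read from the fitted curve at half-maximal effect; % of control where 0% means no effect; nearly all actives have a fitted effect of over 45% in size; temperature-sensitive fusion mutants such as fzo1-1 at 37 °C on non-fermentable ethanol glycerol medium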
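Yeast fusion mutant, YPEG (non-fermentable carbon), compound, 48 h at 37C non-permissive; CellTiterGlo added, 10 min RT, luminescence read. Rescued growth = division inhibition.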
NPC1 prom act – NPC1 promoter activation; actives 2.4% (n = 320,000); Huh7 NPC1 promoter luciferase reporter, 24 h; Potency, µM (highest dose often 9.22 µM), for inactives: top-dose activation, most hits filed as activators; AID 485313;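 also: potency is read from the fitted curve at half-maximal effect; % of control where 0% means no effect; nearly all actives have a fitted effect of over 60% in size; reporter is driven by a mutant NPC1 promoter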
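Luminescence read-out of NPC1 promoter-driven luciferase in stably transfected Huh7 cells; compounds delivered in DMSO and left 24 h at 37C, 5% CO2, qHTS titration format.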
FLuc counter – counter-screen for miR-21 project: firefly luciferase inhibitors or activators; P08659; purified FLuc, Km substrates, luminescence inhibition; Potency, µM (series often up to 57.5 µM), inactives show top-dose activity change, negative = inhibition, most hits filed as inhibitors; actives 6.9% (n = 360,000);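 also: potency is read from the fitted curve at half-maximal effect; plate controls were vehicle for no effect and reference inhibitor for full effect; nearly all actives have a fitted effect of over 55% in size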
Target sequence (P08659 whole entry, looked up): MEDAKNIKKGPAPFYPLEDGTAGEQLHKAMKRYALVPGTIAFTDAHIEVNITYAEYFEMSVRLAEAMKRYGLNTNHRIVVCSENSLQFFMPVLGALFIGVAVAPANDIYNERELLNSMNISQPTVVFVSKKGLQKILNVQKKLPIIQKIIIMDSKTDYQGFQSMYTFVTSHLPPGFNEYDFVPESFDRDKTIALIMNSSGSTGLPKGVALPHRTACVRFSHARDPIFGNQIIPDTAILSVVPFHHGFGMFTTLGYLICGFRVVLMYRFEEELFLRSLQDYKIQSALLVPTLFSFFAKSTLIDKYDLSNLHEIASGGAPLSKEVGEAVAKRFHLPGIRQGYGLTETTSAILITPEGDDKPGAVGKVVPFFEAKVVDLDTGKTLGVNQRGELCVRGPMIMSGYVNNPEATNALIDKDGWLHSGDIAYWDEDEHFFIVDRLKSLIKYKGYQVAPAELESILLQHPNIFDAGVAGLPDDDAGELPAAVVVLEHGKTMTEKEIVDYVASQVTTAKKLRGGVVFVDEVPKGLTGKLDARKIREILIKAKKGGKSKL
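Biochemical qHTS of compounds, final roughly 60 µM downward over six points, against 10 nM purified firefly luciferase using Km concentrations of substrates (10 uM D-luciferin, 10 uM ATP) in Tris acetate pH 7.5 buffer; luminescence output.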
MBNL1 CUG block – blocks human MBNL1 binding to CUG repeat RNA; TR-FRET MBNL1-His/biotin-(CUG)12 binding, 665/545 ratio; Potency, µM (titrated, usually from 57.5 µM), inactives show at the highest dose activity change, negative = inhibition, actives largely listed as inhibitors; actives 0.036% (n = 280,000); AID 2675; active = well fitted inhibition curve with a large enough effect in the signal ratio, with a control signal flat, not every such curve was filed as active; inconclusive = small, poorly fitted or top-dose-only effect, or effect the other way, or a change in a side signal; inactive = no such curve, though single readings can be large or run the other way; the % refers to the signal ratio; also: potency is read from the fitted curve at half-maximal effect; % is scaled to controls: 0 for no effect and ±100 for the full control effect
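TR-FRET readout: Ex 340 nm, 665/545 nm emission ratio, normalized to buffer-only (basal) and MBNL1-(CUG)12 controls. Complex of MBNL1-His with Biotin-(CUG)12, compounds 92 nM–58 uM, incubated 60 min at room temperature.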
The depositor's hits bear a star; ? = inconclusive; · = not tested or not shown; & = joins results of further samples; [ ] = remark or other dose. Unless noted, calls follow the shape of the dose curve; as a rule, active = well fitted curve in the direction sought with a large enough effect; inconclusive = small, poorly fitted or top-dose-only effect, or another doubt; inactive = no such curve, though single readings can be large; an effect the other way counts as inactive or inconclusive. This is a subset, so the mix of outcomes need not match the whole.

SMILES	ELG1 DNA repair	PKM2 activator	KCNH2 3.1 block	RORgamma inh	Menin-MLL TR inh	Rab9 promoter act	VP16 counter	Mito fusion yeast	NPC1 prom act	FLuc counter	MBNL1 CUG block
O=C(CC1Nc2ccccc2NC1=O)c1ccccc1 (stereo unspecified)	?	-3%	·	0%	?	2.5µM*	-14%	1%	?	3µM*	24%
COc1ccc(C2Nc3ccccc3C(=O)N2c2ccc(F)cc2)cc1Cn1nnc2ccccc21 (stereo unspecified)	-27%	-12%	2	36%	11%	16%	29%	5%	14%	-1%	-3%
COc1ccc(-n2nc(C(=O)NCC(=O)NC(C)C)c3ccccc3c2=O)cc1Cl	?	·	-26	?	15%	3%	-5%	1%	-2%	-3%	25%
Cc1nn(Cc2ccc(Cl)cc2)c(C)c1NC(=O)c1cc(C(C)C)on1	?	0%	-3	39%	-5%	-9%	?	-3%	-5%	5%	2%
Cc1sc2ncnc(SCC(=O)N3CCC(c4noc5ccc(F)cc45)CC3)c2c1C	-1%	1%	1	11%	-7%	9%	5%	0%	-1%	1%	-13%
COc1ccc(S(=O)(=O)N2CCCOC2CNC(=O)C(=O)NCCc2ccco2)cc1C (stereo unspecified)	1%	3%	16	-40%	·	-3%	-5%	-3%	-26%	-1%	-3%
CCCc1nc(N)c(C#N)c(N)c1C#N	22%	-2%	-1	-6%	17%	0%	-1%	4%	-5%	-1%	7%
COc1ccc(C(=O)Nc2cc3c(cc2N2CCOCC2)n(C)c(=O)n3C)cc1OC	17%	·	-14	-4%	·	0%	-8%	-2%	-4%	-2%	-2%
N#CC1=C(SCC(=O)NCc2ccccc2)NC(=O)CC1c1ccco1 (stereo unspecified)	6%	3%	9	-6%	17%	-3%	-3%	4%	-2%	-2%	7%
C=CCOc1ccc(/C=C\c2nc(O)c([N+](=O)[O-])c(=O)[nH]2)cc1OC	1%	0%[11.5 µM]	-4	6%	?	0%	-6%	-1%	-5%	0%	?
CN(C)c1cc[n+](CC[n+]2ccc(N(C)C)cc2)cc1	6%	·	4	·	·	1%	·	-22%	0%	-2%	·
O=C(Cn1nc(CNc2ccc(Cl)cc2)[n+]2c1CCCCC2)c1ccc(Br)cc1	10%	0%	4	?	0%	-2%	?	-12%	1%	4%	3%
CCCCN(CC)C(=O)C1CCC(CNS(=O)(=O)c2cccc3nsnc23)CC1 (stereo unspecified)	?	·	13	17%	·	4%	1%	1%	-1%	6%&-3%	?
COc1ncccc1-c1nnn(-c2ccc(C)cc2)n1	?	-14%	9	-3%	14%	3.2µM*	5%	2%	3.2µM*	4.3µM*	1%
O=C1CCCC2=C1C(c1ccccc1)CC(=O)N2c1ccc(F)cc1F (stereo unspecified)	-2%	0%	-3	9%	-1%	-4%	4%	10%	1%	-2%	·
CCN(C(=O)CN1C(=O)NC(c2ccccc2)(c2ccccc2)C1=O)c1ccccc1	-5%	1%	-15	16%	?	6%	1%	-9%	-2%	0%	0%
COC(=O)c1cc(C(=O)OC)n(Cc2ccc(Cl)cc2Cl)n1	19%	-6%	-4	-1%	-6%	0%	7%	3%	-1%	1%	3%
O=C(/C=C/c1ccccc1)Nc1ncn[nH]1	?	-2%	-1	14µM*	-27%	6%	?	-6%	-6%	?	0%
O=C(N[C@H](Cc1cc(=O)[nH]c2ccccc12)C(=O)O)c1ccc(Cl)cc1	-4%	·	-4	-17%	-21%	-4%[1.84 µM]	3%	-5%	-1%	6%	-5%
CCS(CC)=NS(=O)(=O)c1ccc(NC(C)=O)cc1	-5%	-3%	2	0%	22%	-10%	-2%	1%	1%	2%	-10%
Cc1nn(C)c(C)c1NC(=O)c1cc2nc(-c3ccco3)cc(C(F)(F)F)n2n1	-7%	5%	11	1%	11%	-10%	-9%	0%	-6%	-6%	?
O=C(CN1C(=O)C2C3C=CC(C3)C2C1=O)Nc1ccc(S(=O)(=O)N2CCCCC2)cc1 (stereo unspecified)	-8%	2%	1	12%	2%	-7%	?	3%	-8%	-3%	0%
CC(=O)c1cccc(S(=O)(=O)N2CCC(C(=O)NC3CCCC3)CC2)c1	?	·	12	·	·	1%	·	-2%	-5%	3%	·
O=C(c1ccccc1)N1CCOC12CCN(c1ncc(C(F)(F)F)cc1Cl)CC2	?	2%	-9	?	-1%	-4%	5%	21%	-1%	4%	-4%
O=[N+]([O-])c1ccc(N2CCN(S(=O)(=O)c3cnc[nH]3)CC2)cc1	?	·	-34	4%	16%	-8%	-6%	2%	-1%	1%	?
More compounds follow.
SMILES	ELG1 DNA repair	PKM2 activator	KCNH2 3.1 block	RORgamma inh	Menin-MLL TR inh	Rab9 promoter act	VP16 counter	Mito fusion yeast	NPC1 prom act	FLuc counter	MBNL1 CUG block
CCCCNC(=O)c1ccc2c(c1)ncn2C1CCCCC1	23%	4%	-6	-12%	-28%	6%	22%	7%	3%	-16%	-1%
CC(=O)C1=C(C)N(CC2CC2)C(=O)N[C@H]1c1ccc(Br)cc1	1%	-1%	15	-13%&36%	10%&2%	-2%	-2%&-13%	2%	0%	9%	2%
CCn1c(SCC(=O)n2c(C)c(C)c3ccccc32)nnc1-c1ccco1	3%	3%	-7	-11%	-20%	10%	-6%	-1%	3%	-1%	1%
COc1ccc(C(=O)N2CCN(CCNC(=O)C(=O)Nc3ccc(F)cc3)CC2)cc1OC	6%	-4%	-8	-11%	-14%	13%	9%	-6%	10%	0%	-2%
O=C(Nc1ccc(Br)c(C(F)(F)F)c1)c1ccccc1	?	0%	8	22%[10 µM]	?	-1%	-8%	22µM*	-4%	19µM*	·
O=C1C=CC2C(c3ccc4c(c3)OCO4)CC1N2Cc1ccccc1 (stereo unspecified)	?	8%	-9	-3%	-9%	-22%	-5%	1%	-19%	3%	-5%
CN(CC(=O)Nc1cc(S(=O)(=O)N2CCCC2)ccc1Cl)Cc1ccc2c(c1)OCO2	?	·	0	·	·	-9%	·	?	-4%	0%	·
Cc1cccc(C)c1NC(=O)C(NC(=O)CN1C(=O)c2ccccc2C1=O)c1ccccc1 (stereo unspecified)	22%	-3%	2	-13%	?	1%	2%	1%	2%	0%	-6%
CCOc1ccc2[nH]c(O)c(NC(C)=O)c2c1	6%	1%	-3	-30%	-6%	-9%	-2%	-8%	1%	-2%	-5%
O=C(Nc1ccccc1)c1ccc(S(=O)(=O)N2CCC(C(=O)O)CC2)cc1	?	-8%	12	-35%	·	22%	8%	2%	-1%	2%	1%
COc1ccc(N(CC(=O)Nc2cc(Cl)ccc2OC)C2=NC3CS(=O)(=O)CC3S2)cc1 (stereo unspecified)	0%	1%	-1	8%	8%	-7%	-1%	-3%	-8%	-1%	4%
CCCCn1c(SCC(=O)Nc2cc(NC(=O)c3ccco3)ccc2C)nc2ccccc2c1=O	16µM*	0%	-7	-40%	-2%[11.7 µM]	-4%	-9%	4%	-4%	-1%	2%
Cc1ccccc1OCC(=O)Nc1nc(C)c(C(=O)N(C)C)s1	?	-1%	13	32%	9%	-6%	-7%	-2%	-3%	?	-10%
COCc1nnc(NC(=O)c2ccccc2[N+](=O)[O-])s1	16%	1%	11	20%	4%	-2%	5%	-4%	-3%	-9%	14%
CCOc1ccc(S(=O)(=O)NCCC(=O)NCC(c2cccs2)N(C)C)cc1 (stereo unspecified)	16%	·	-4	·	·	6%	·	-3%	10%	-20%	·
Nc1ccc(-n2nc(C(F)(F)F)cc2C(F)(F)F)cc1	0%	1%	4	18%	·	0%	3%	-6%	1%	3%	-4%
COc1cc(/C=N/NC(=O)C(=O)NCc2cccnc2)cc(OC)c1OC	?	-4%	-7	-23%	-18%	-5%	-11%	-5%	-7%	3%	·
O=C(Nc1nnc(-c2ccco2)o1)c1ccc(Cl)cc1	?	-3%	6	0.35µM*	1%	5%	0.63µM*	3%	10%	?	1%
CCOC(=O)c1nn(-c2ccc(F)cc2)c2nc(CC(C)C)c(C#N)c(=O)n12	2%	2%	18	6%	-9%	2%	2%	1%	1%	1%	1%
